# High-throughput results: PubChem BioAssay, National Center for Advancing Translational Sciences (NCATS)
# CHX counter: counter-screen for Shiga toxin inhibitors: cycloheximide protein synthesis inhibition; cell reporter, cycloheximide protein synthesis inhibition counterscreen; max response, %; hit rate 12% among 300,000; AID 2314; in the data active means max response mostly above about 13%, no sharp cut-off; inactive means mostly below about 14%; further: read at 38.3 µM for the half of the compounds with a filed dose; 0% is about no effect
# Shiga inhibitor: Shiga toxin inhibition; AID 2315; inhibition, % at 38.7 µM; hit rate 9.2% among 290,000; Vero cells, Shiga toxin protein synthesis inhibition reporter; in the data active means inhibition mostly above about 28%, no sharp cut-off; inactive means mostly below about 43%; further: 0% is about no effect
# Pf growth 48h: P. falciparum growth inhibition at 48 hours (one generation); P. falciparum luciferase growth in erythrocytes, 48 h; Potency, µM (doses to about 28.7 µM), for the others: top-dose activity change, negative = inhibition, usual class: inhibitors; hit rate 5.9% among 310,000; further: potency means the concentration at half of the fitted maximal effect; on the % scale 0 is the no-effect control and ±100 the full control effect
#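 Erythrocytes infected with P. falciparum carrying an integrated firefly luciferase reporter (2% hematocrit, 0.1% parasitemia final) were exposed to compounds in RPMI 1640 with 0.5% Albumax at 37 C, 5% CO2. Growth inhibition was scored as reduced luminescence.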
# HCV inhibitor: blocks hepatitis C virus | Huh7.5.1 HCVcc-Cre infection, luciferase reporter, 44 h | Potency, µM (titrated, usually from 41.8 µM), for the others: at the top dose activity change, negative = inhibition, hits mostly inhibitors | hit rate 3.4% among 340,000 | AID 651820; further: potency means the concentration at half of the fitted maximal effect; on the % scale 0 is the no-effect control and ±100 the full control effect
#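 Reporter virus HCVcc-Cre (~0.5 moi) infects cells exposed to compound; seeding density 1,000 cells/well with 4 h settling beforehand. Luminescence, 15 sec read, taken 44 h post-infection following a 15 min RT substrate incubation.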
# Pf growth 96h: P. falciparum growth inhibition at 96 hour, primary screen for plastid delayed-death inhibitors; P. falciparum luciferase reporter growth, 96 h; Potency, µM (titrated, usually from 28.7 µM), inactives show at the top dose activity change, negative = inhibition, usual class: inhibitors; hit rate 6.9% among 320,000; AID 504834; further: potency means the concentration at half of the fitted maximal effect; on the % scale 0 is the no-effect control and ±100 the full control effect
#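 Compounds incubated with erythrocytes infected by luciferase-expressing P. falciparum (2% hematocrit, 0.05% parasitemia final) for 96 hours, 37 C in 5% CO2. Growth inhibition scored as decreased luciferase luminescence.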
# Giardia FBPA inh: inhibitors of Giardia lamblia fructose-1,6-bisphosphate aldolase; hit rate 0.71% among 290,000; purified Giardia FBPA; A8B2U2; Potency, µM (series often up to 59.6 µM), for inactives: top-dose activity, negative = inhibition, hits mostly inhibitors; further: potency means the concentration at half of the fitted maximal effect; on the % scale 0 is the no-effect control and ±100 the full control effect; nearly all actives have a fitted effect of over 55% in size
# Target sequence (A8B2U2 whole entry, looked up): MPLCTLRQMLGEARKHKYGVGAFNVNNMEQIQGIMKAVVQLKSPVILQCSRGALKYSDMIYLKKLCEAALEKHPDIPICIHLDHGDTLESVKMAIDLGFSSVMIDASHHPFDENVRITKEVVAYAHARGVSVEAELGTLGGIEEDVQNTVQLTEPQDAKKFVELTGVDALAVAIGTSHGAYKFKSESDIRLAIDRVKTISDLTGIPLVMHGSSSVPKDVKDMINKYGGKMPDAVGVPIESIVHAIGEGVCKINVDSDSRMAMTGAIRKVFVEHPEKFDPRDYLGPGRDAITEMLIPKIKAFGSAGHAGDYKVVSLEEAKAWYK
#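 40 nM FBPA preincubated 10 min at RT with compound (up to 57.5 uM final), then substrate plus GAPDH/TPI/NAD/arsenate coupling and diaphorase/resazurin added. Fluorescence read after 20 min at RT, 525/598 nm.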
# Numbers without * were called inactive; ? = inconclusive; . = no result given; & = joins results of further samples; [ ] = dose if it differs, or a comment. Unless noted, the call rests on the fitted dose curve; in most records, active means well fitted curve in the direction sought with a large enough effect; inconclusive means small, poorly fitted or top-dose-only effect, or another doubt; inactive means no such curve, though single readings can be large; an effect the other way counts as inactive or inconclusive.
# The opening 4 entries (preview)
SMILES,CHX counter,Shiga inhibitor,Pf growth 48h,HCV inhibitor,Pf growth 96h,Giardia FBPA inh
Cc1nnc2ccc(N3CCCCC3)nn12,-6,11,33%[activator],37%[activator],38%[activator],-3%
CC1(C)Cc2ccccc2-c2nc(NCCCO)n(-c3ccccc3)c(=O)c21,-1,36,?,-15%,?,-5%
O=C(CC1C(=O)NCCN1Cc1c(F)cccc1Cl)NCc1ccccc1 (stereo not drawn),-2,1,-18%,3%,0%,-5%
CC(=O)c1sc(NC(=O)COc2ccc([N+](=O)[O-])cc2)nc1C,3,-1,16%,6%,15µM*,4%

# The listing, from the first entry:
SMILES,CHX counter,Shiga inhibitor,Pf growth 48h,HCV inhibitor,Pf growth 96h,Giardia FBPA inh
Cc1nnc2ccc(N3CCCCC3)nn12,-6,11,33%[activator],37%[activator],38%[activator],-3%
CC1(C)Cc2ccccc2-c2nc(NCCCO)n(-c3ccccc3)c(=O)c21,-1,36,?,-15%,?,-5%
O=C(CC1C(=O)NCCN1Cc1c(F)cccc1Cl)NCc1ccccc1 (stereo not drawn),-2,1,-18%,3%,0%,-5%
CC(=O)c1sc(NC(=O)COc2ccc([N+](=O)[O-])cc2)nc1C,3,-1,16%,6%,15µM*,4%
CCOC(=O)C(=CNc1cc(C)nn1C(C)(C)C)C(=O)OCC,10,-6,?,?,-27%,4%
COCCN(C(=O)c1ccc(C)o1)c1c(N)n(CC(C)C)c(=O)[nH]c1=O,.,.,-24%,25%,-22%,.
Cc1cccc(NC(=O)c2cc(-c3ccccn3)nc3ccccc23)c1C,1,-16,?,?,2%,9%
COC(=O)C1CC(O)CN1S(=O)(=O)c1cccs1 (stereo not drawn),-5,17,-3%,-7%,18%,7%
COc1cc(CCC(=O)OCC(=O)NCc2ccccc2)cc(OC)c1OC,-7,4,12%,5%,6%,-1%
Cc1ccc(NC(=O)CN(C)c2ccc(S(=O)(=O)N3CCN(C)CC3)cn2)cc1,-3,-15,?,-16%,-34%,4%
Nn1c(Cc2ccccc2F)nnc1SCC(=O)N1CC(=O)Nc2ccccc21,-1,-7,5%,12%,-15%,-5%
N#Cc1cccc(Oc2ccc(-c3cnc4ccccc4n3)cc2)c1C#N,-3,-7,12%,5%,?,0%
COc1ccccc1N1CCN(C(=O)C(=O)c2c[nH]c3ccccc23)CC1,10,-8,-9%,4%,6%,.
Cc1ccc(NC(=S)N2CCN(c3ncccn3)CC2)c(C)c1,-1,-2,26%,6%,8%,3%
O=C(CN1CCOCC1)Nc1nc2ccc(F)cc2s1,13,22,.,2%,93%[activator],-10%
Cc1cc(C(=O)Nc2ccc(Cl)cc2)on1,23*,58*,10%,-6%,52%[activator],-4%
COc1ccc(CC(=O)N(C)Cc2ccc(Cl)cc2)cc1S(=O)(=O)N1CCOCC1,.,.,?,-7%,?,.
Cc1nn(Cc2ccc(Cl)cc2Cl)c(C)c1NC(=O)NC12CC3CC(CC(C3)C1)C2,-2,-18,0%,?,.,7%
COc1ccccc1C(=O)Nc1nc2ccccc2[nH]1,-11,-28,-72%,-4%,-61%,-9%
O=C(O)c1ccc(-c2ccc3cc(C45CC6CC(CC(C6)C4)C5)c(O)cc3c2)cc1,45*,28*,.,.,.,-30%
COc1cccc2cc(-c3nnc(SCC(=O)NCc4ccccc4)n3C)oc12,1,23,?,-20%,4%,7%
CCOc1cc(N2CCOCC2)c(OCC)cc1NC(=O)[C@H](C)N1C(=O)C2CC=CCC2C1=O (stereo partly drawn),1,-10,-6%,?,-2%,-3%
COc1ccccc1-n1nnnc1SCC(=O)Nc1oc(C)c2c(C)n[nH]c(=O)c12,.,.,65%[activator],8%,31%[activator],.
COc1ccc(OC)c(C2=Nn3c(nnc3C3CCCCC3)SC2)c1,-6,-1,?,16µM*,9.3µM*,2%
CCCN1CNC(=S)N(c2cccc(C)c2)C1,-1,-3,-26%,6%,-8%,-3%

# (next part)
SMILES,CHX counter,Shiga inhibitor,Pf growth 48h,HCV inhibitor,Pf growth 96h,Giardia FBPA inh
O=C(O)C1CCN(C(=O)CSc2nc3cc(Cl)ccc3c(=O)n2Cc2ccccc2)CC1,-6,-4,?,-30%,?,3%
O=[N+]([O-])c1cc(S(=O)(=O)N2CCCC2)ccc1NN=C1CCCCC1,-4,-7,-4%,3%,2%,3%
CCCCN(CC)CCCNC(=O)CC1Nc2ccccc2NC1=O (stereo not drawn),-5,-13,0%,2%,6%,3%
CCCCc1n[nH]c2c1/C(=N/OCC)CC(C)(C)C2,6,16,2%,-21%,0%,12%
CCc1ccc(S(=O)(=O)n2c(C)nc3ccccc32)cc1,-1,-3,7%,4%,0%,-24%
O=C(COc1ccc2c3c(c(=O)oc2c1)CCC3)Nc1ccccn1,20*,19,128%[activator],0%,189%[activator],.
O=C(CN1C(=O)CC(c2ccco2)Sc2ccccc21)Nc1ccccc1F (stereo not drawn),-2,14,?,-23%,?,-4%
COC(=O)c1ccccc1NC(=O)COC(=O)[C@H](C)NC(N)=O,9,14,?,-17%,?,-3%
COc1ccccc1CN(C)CC(=O)Nc1ccc(Cl)cc1F,18,4,.,1%,63%[activator],-9%
O=C(N1CCOCC1)N1CCN(CC(O)COc2ccc3ccccc3c2)CC1 (stereo not drawn),-1,-16,3%,-5%,-8%,6%
Cc1nc(-c2cc(C#N)c(Sc3ccc(Cl)cc3Cl)nc2C)cs1,1,-2,?,-12%,?,12%
CC(CNC(=O)c1cccc(Br)c1)n1cncn1 (stereo not drawn),-1,-6,23%,8%,0%,8%
O=C1CC(=O)N(Cc2ccco2)C(=S)N1,3,-2,.,12%,71%[activator],0%
COc1cccc(C(C(=O)NC(C)(C)C)N(Cc2ccc(F)cc2)C(=O)CCC(=O)Nc2cc(C)on2)c1OC (stereo not drawn),-2,-15,13µM*,-19%,?,1%
Cc1ccc(S(=O)(=O)N2CCN(C(=O)C(C)Cn3cncn3)CC2)cc1C (stereo not drawn),-2,-12,16%,10%,-3%,-1%
Cc1cccc(Nc2c([N+](=O)[O-])ccc3nonc23)c1C,-1,22,3%,7%,24%,-1%
COc1ccc(NC(=O)c2ccccn2)cc1S(=O)(=O)N1CCOCC1,4,20,14%,-1%,26%,-9%
O=C(CCn1ccc2cc(S(=O)(=O)N3CCCC3)ccc21)NCc1ccccc1F,-2,-5,-12%,-23%,?,.
Cc1ccc(NC(=O)c2cc(S(=O)(=O)N3CCOCC3)cn2C)cc1F,-1,15,?,7%,?,-3%
COCC(O)CSc1c([N+](=O)[O-])nc(C)n1Cc1ccc(OC)c([N+](=O)[O-])c1 (stereo not drawn),-4,-8,28%,13%,?,-2%
Cn1c(=O)c2ccccc2n2c(CCl)nnc12,-5,-6,?,-4%,?,1%
Cc1cccc(N(Cc2ccccc2)C(=O)c2cc(S(=O)(=O)N3CCOCC3)ccc2F)c1,.,.,12µM*,-3%,12µM*,.
CCCCCNC(=O)c1ccc2c(=O)n(CCOC)c(=O)[nH]c2c1,-4,-7,.,-3%,.,3%
CN(C)C(=O)COn1c(SCC(=O)N(C)C)nc2ccccc2c1=O,-5,-9,23%,2%,?,1%
CN1CCN(Cc2nc3ccccc3c(=O)n2Cc2nc(-c3ccc4ccccc4c3)cs2)CC1,-13,-19,12µM*,11µM*,?,-3%

# Another view of part of the listing above.
canonical_smiles	CHX counter	Shiga inhibitor	Pf growth 48h	HCV inhibitor	Pf growth 96h	Giardia FBPA inh
Cc1ccc(NC(=O)c2cc(S(=O)(=O)N3CCOCC3)cn2C)cc1F	-1	15	?	7%	?	-3%
COCC(O)CSc1c([N+](=O)[O-])nc(C)n1Cc1ccc(OC)c([N+](=O)[O-])c1 (stereo not drawn)	-4	-8	28%	13%	?	-2%

# (list continues)
SMILES,CHX counter,Shiga inhibitor,Pf growth 48h,HCV inhibitor,Pf growth 96h,Giardia FBPA inh
COc1ccc(S(=O)(=O)N2CCN(C)CC2)cc1C(=O)Nc1ccccc1,-2,-5,14%,14%,?,5%
Cc1cc(N2C(=O)C(O)=C(C(=O)c3cc4ccccc4o3)C2c2ccc([N+](=O)[O-])cc2)no1 (stereo not drawn),-1,1,?,3%,?,.
Cc1ccc(S(=O)(=O)N(CCCN2CCCC2=O)Cc2cc3c(C)ccc(C)c3[nH]c2=O)cc1,-1,36,?,-23%,?,.
CSc1ncccc1C(=O)OCC(=O)NC1CCC(C)CC1 (stereo not drawn),.,.,4%,8%,-11%,.
CC(C(=O)OCC(=O)c1cccc([N+](=O)[O-])c1)N1C(=O)C2C3CCC(C3)C2C1=O (stereo not drawn),-3,-2,-4%,-2%,?,3%
CC(=O)[C@@H]1[C@@H](C(=O)c2ccccc2)[C@]2(C(=O)Nc3ccccc32)[C@H]2C=Cc3cc(F)ccc3N12,1,-3,-14%,1%,?,?
COc1cccc(N2CCN(CC(=O)c3c(C)[nH]c4ccccc34)CC2)c1,-3,-13,.,?,?,-4%
CCCN(CCC)S(=O)(=O)c1ccc(C(=O)N2CC3CCC(CC3)C2)cc1,-1,-8,?,14%,?,0%
NNC(=O)CN1CCCc2ccccc21,69*,92*,295%[activator],14%,333%[activator],2%
COc1ccccc1NS(=O)(=O)c1cccc(C(=O)N/N=C(\C)c2ccc3c(c2)OCCO3)c1,8,13,-28%,-11%,?,-6%
N#Cc1ccccc1NCc1ccccc1,-1,-8,22%,16%,?,-1%
O=C(CSc1nc2ccccc2[nH]1)NCc1ccc(F)cc1,6,29,?,-12%,1%,3%
COc1ccc(NC(=S)N/C(=N/CS(=O)(=O)c2ccccc2)c2ccccc2)cc1,35*,70*,209%[activator],15%,14%,-14%
COc1ccccc1-c1c(C#N)c(N)nc2c1CCC2,8,22,12%,7%,15%,-14%
Cn1cccc1Cc1nnc(SCC(=O)Nc2ccccc2F)n1-c1ccc(F)cc1,-4,-6,13µM*,-18%&-2%,?,4%
CN(C)c1nc(NN)nc(Nc2ccc(F)cc2)n1,-4,-7,?,?,2%,9%
Cc1c2cnn(CC(=O)N3CCC4(CC3)OCCO4)c(=O)c2c(C)n1Cc1ccccc1Cl,14*,14,0%,-15%,-2%,-1%
COc1ccc2c3c(cccc13)OC2=O,0,-2,31%[activator],5%,26%,-6%
CCc1ccc(N(C(=O)Cc2cccs2)C(C(=O)NC2CCCCC2)c2cn(C)nc2C)cc1 (stereo not drawn),-7,15,?,0%,?,1%
C/C(=N\Nc1ccc(S(=O)(=O)N2CCCCC2)cn1)c1ccc(O)cc1,.,.,?,-14%,?,.
O=C(Nc1cccc(F)c1)N1CCCCCC1,-1,15,3%,15%,0%,4%
Clc1ccc(CSc2nnc(Cn3cnc4ccccc43)o2)cc1,-5,-4,-14%,?,?,-23%

# Part of the list above in order of molar mass, lowest first:
SMILES,CHX counter,Shiga inhibitor,Pf growth 48h,HCV inhibitor,Pf growth 96h,Giardia FBPA inh
CN(C)c1nc(NN)nc(Nc2ccc(F)cc2)n1,-4,-7,?,?,2%,9%
COc1ccccc1-c1c(C#N)c(N)nc2c1CCC2,8,22,12%,7%,15%,-14%
O=C(CSc1nc2ccccc2[nH]1)NCc1ccc(F)cc1,6,29,?,-12%,1%,3%
Clc1ccc(CSc2nnc(Cn3cnc4ccccc43)o2)cc1,-5,-4,-14%,?,?,-23%
COc1ccc(S(=O)(=O)N2CCN(C)CC2)cc1C(=O)Nc1ccccc1,-2,-5,14%,14%,?,5%
